Apaf1 inhib – human Apaf-1 inhibition | O14727 | actives 0.71% (n = 330,000) | inhibition, % at 20 µM | reconstituted apoptosome caspase-3 activity, DEVD-Rh110 fluorescence; active = inhibition of at least 40% at 20 µM;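 note: plate controls were DMSO wells for no effect and DEVD-CHO caspase inhibitor wells for full effect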
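System: reconstituted apoptosome with Apaf-1, cytochrome c, caspase-9, procaspase-3, dATP; Signal: Rh110 fluorescence intensity; Schedule: 30 min compound preincubation, 50 min activation, room temperature; Reagent: cytochrome c trigger plus (Z-DEVD)2-Rh110 caspase-3 substrate.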
SENP8 block-1 – inhibitors of human SENP8 protease | inhibition, % at 10 µM | purified SENP8, Z-RLRGG-aminoluciferin cleavage, luminescence | AID 2540 | Q96LD8 | actives 1.2% (n = 330,000); in the data active = inhibition above about 50%
Target sequence (Q96LD8 whole entry, looked up): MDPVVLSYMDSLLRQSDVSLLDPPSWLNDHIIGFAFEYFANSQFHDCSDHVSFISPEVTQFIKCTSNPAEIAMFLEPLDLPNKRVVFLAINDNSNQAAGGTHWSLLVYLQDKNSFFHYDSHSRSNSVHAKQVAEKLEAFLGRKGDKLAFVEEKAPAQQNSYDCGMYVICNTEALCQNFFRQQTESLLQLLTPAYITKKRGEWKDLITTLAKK
HKDC1 inh – inhibitors of human hexokinase HKDC1; Q2TB90; recombinant HKDC1, G6PDH/diaphorase resazurin coupled fluorescence; inhibition, % at 20 µM; actives 0.16% (n = 340,000); AID 493160;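 active = inhibition above about 35% when tested at 20 µM, limit read from the data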;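 note: plate controls were DMSO wells with enzyme for no effect and DMSO wells lacking enzyme for full effect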
Target sequence (Q2TB90 whole entry, looked up): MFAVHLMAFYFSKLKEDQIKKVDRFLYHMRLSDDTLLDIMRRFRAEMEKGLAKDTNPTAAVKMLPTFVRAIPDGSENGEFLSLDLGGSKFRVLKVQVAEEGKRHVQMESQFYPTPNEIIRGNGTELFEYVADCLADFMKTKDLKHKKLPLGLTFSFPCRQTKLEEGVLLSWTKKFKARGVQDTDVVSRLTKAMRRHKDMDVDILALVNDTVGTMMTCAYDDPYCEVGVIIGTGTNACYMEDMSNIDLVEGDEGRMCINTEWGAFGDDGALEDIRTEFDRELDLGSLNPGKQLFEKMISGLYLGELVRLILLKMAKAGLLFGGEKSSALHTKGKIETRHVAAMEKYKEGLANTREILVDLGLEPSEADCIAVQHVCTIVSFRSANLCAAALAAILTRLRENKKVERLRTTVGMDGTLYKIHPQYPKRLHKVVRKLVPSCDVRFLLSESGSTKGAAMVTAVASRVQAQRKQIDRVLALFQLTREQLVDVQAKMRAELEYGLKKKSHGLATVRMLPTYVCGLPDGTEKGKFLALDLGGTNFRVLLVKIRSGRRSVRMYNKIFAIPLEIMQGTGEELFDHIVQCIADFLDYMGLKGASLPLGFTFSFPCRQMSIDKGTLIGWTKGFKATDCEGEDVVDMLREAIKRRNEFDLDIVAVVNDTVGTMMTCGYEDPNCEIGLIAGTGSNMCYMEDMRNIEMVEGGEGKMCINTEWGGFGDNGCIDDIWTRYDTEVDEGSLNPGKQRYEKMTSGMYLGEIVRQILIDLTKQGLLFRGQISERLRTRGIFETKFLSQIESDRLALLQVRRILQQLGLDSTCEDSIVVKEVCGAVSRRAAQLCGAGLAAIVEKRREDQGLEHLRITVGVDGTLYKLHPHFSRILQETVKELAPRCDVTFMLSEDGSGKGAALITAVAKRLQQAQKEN
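test system = in-house recombinant HK5 (HKDC1) enzyme | amount = HKDC1 at 5 µg/mL | control set = DMSO-enzyme wells negative, buffer-substituted wells positive | compound = one dose of 20 µM, 1% DMSO | schedule = reaction time 90 min, room temperature, protected from light | technique = resorufin fluorescence at 613 nm | reagent = glucose with 1 mM ATP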
SENP6 block – inhibitors of human SENP6 protease | Q9GZR1 | Recombinant SENP6 catalytic domain, aminoluciferin luminescence | inhibition, % at 10 µM | actives 1.8% (n = 330,000);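 active = inhibition above about 50% at the single tested dose, limit read from the data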;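 note: plate controls were DMSO wells with enzyme for no effect and DMSO wells lacking enzyme for full effect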
SENP7 block – blocks the human protease SENP7; actives 1.5% (n = 330,000); recombinant SENP7, Z-RLRGG-aminoluciferin luminescence, 40 min; AID 434973; inhibition, % at 5 µM; Q9BQF6;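 active = inhibition above about 50% at the single test dose, limit read from the data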;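 note: plate controls were DMSO with enzyme for no effect and no enzyme buffer wells for full effect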
PfGluPho inh – PfG6PD (Plasmodium falciparum) enzyme inhibition; PfGluPho enzyme, NADPH resazurin-diaphorase fluorescence; inhibition, % at 20 µM; actives 0.78% (n = 350,000); AID 504690;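 active = inhibition reaching at least a set limit at 20 µM in the primary screen, cut at about 59% in these data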;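 note: 0% = DMSO wells with substrate and 100% = DMSO wells lacking glucose-6-phosphate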
NALP3 yeast inh – inhibitors of NALP3 inflammasome in yeast | actives 0.39% (n = 330,000) | Yeast reconstituted NLRP3/ASC/caspase-1, beta-gal luminescence, 24 h | inhibition, % at 10 µM;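 active = inhibition of 50% or more; inactive = inhibition below 50%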;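 note: plate controls were induced DMSO wells for no effect and uninduced yeast grown without galactose for full effect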
SENP1 FRET inh – blocks the human SENP1 SUMO protease catalytic domain; Q9P0U3; recombinant SENP1 catalytic domain, CyPet-SUMO1-YPet FRET cleavage; inhibition, % at 10 µM; actives 0.21% (n = 360,000);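 active = inhibition at least 30% at 10 µM, raw YFP signal under a set limit, fluorescence ratio 0.5 to 1.5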;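 note: 0% = enzyme with DMSO and 100% = no enzyme wells; some results filed as inactive read as strong as hits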
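Material – human SENP1 catalytic domain · Input – SENP1 enzyme, 20 pM final · Compound dosing – single concentration of 10 µM compound, 0.5% DMSO final · Timing – enzyme reaction for 50 min at room temperature, dark · Measured by – FRET fluorescence in CFP and YFP emission channels · Control set – no-enzyme wells low, DMSO-plus-enzyme wells high control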
SENP8 block-2 – inhibitors of human SENP8 protease; recombinant SENP8, Nedd8 substrate fluorescence; inhibition, % at 20 µM; actives 0.64% (n = 360,000); AID 602440; in the data active = inhibition mostly above about 40%, no sharp cut-off; inactive = mostly below about 27%
The depositor's hits bear a star; . = no result given.

1	O=C1OC(/C(=C\Nc2ccc(F)cc2F)[N+](=O)[O-])c2ccccc21 (stereo not given)
2	O=C(CSc1ccc(Cl)cc1)c1ccco1
3	CC(C)C1Nc2ccc(C(=O)N3CCN(c4ccccn4)CC3)cc2NC1=O (stereo not given)
4	C/C(=N\Nc1ccc(C(=O)O)cc1)c1ccc(S(=O)(=O)NCc2ccco2)cc1
5	CCN(CC)CCNC(=O)C1CCN(S(=O)(=O)N2CCCCC2)CC1
6	CCOC(=O)C1CCCN(S(=O)(=O)c2cc3[nH]c(=O)c(=O)[nH]c3cc2C)C1 (stereo not given)
Assay by compound	1	2	3	4	5	6
Apaf1 inhib	4	5	-5	5	-17	0
SENP8 block-1	-4	-55	-12	-8	-1	-3
HKDC1 inh	18	9	-5	1	-6	9
SENP6 block	-20	-17	4	-10	2	-12
SENP7 block	-9	8	-12	-5	-12	14
PfGluPho inh	-3	21	-20	-13	-13	-24
NALP3 yeast inh	14	-1	11	-8	11	8
SENP1 FRET inh	-1	0	2	-1	0	0
SENP8 block-2	14	3	12	-14	9	-432

The closing 2 entries of the section before are carried over, then new ones follow.
5	CCN(CC)CCNC(=O)C1CCN(S(=O)(=O)N2CCCCC2)CC1
6	CCOC(=O)C1CCCN(S(=O)(=O)c2cc3[nH]c(=O)c(=O)[nH]c3cc2C)C1 (stereo not given)
7	O=C(Cc1cccs1)N(Cc1ccco1)C1(C(=O)NC2CCCC2)CCCCC1
8	CN(C)C(=O)c1ccc(NC(=O)COC(=O)c2cc(S(=O)(=O)N(C)C)ccc2N2CCCC2)cc1
9	COc1cccc(-c2noc(CCCC(=O)NC3CCCC3)n2)c1
10	Cn1c(CCN2CCOCC2)nc2cc(NC(=O)COc3ccc(Cl)cc3)ccc21
11	Cc1ccc(OCC(=O)O/N=C(\N)Cc2cccs2)cc1C
12	CCc1ccc2c(CN(C)Cc3ccccc3OC)cc(=O)oc2c1
Assay by compound	5	6	7	8	9	10	11	12
Apaf1 inhib	-17	0	0	7	2	13	7	15
SENP8 block-1	-1	-3	-3	-8	8	-2	-5	1
HKDC1 inh	-6	9	3	-4	1	4	5	2
SENP6 block	2	-12	-13	-9	5	2	-13	7
SENP7 block	-12	14	-2	8	5	0	0	-2
PfGluPho inh	-13	-24	-7	-2	12	-8	9	3
NALP3 yeast inh	11	8	11	-3	23	11	38	15
SENP1 FRET inh	0	0	0	0	0	-3	0	-1
SENP8 block-2	9	-432	21	0	12	-17	20	13

13	Cc1cccc2c1-c1sc(C(=O)Nc3cccnc3)cc1CO2
14	Cc1ccc(-n2c(C)cc(C(=O)CN3CCOCC3)c2C)cc1
15	CC(=O)Nc1cc(-c2ccc(Cl)cc2)nn1-c1ccccc1
16	COc1ccccc1N1CCN(C(=O)Nc2ccc([N+](=O)[O-])cc2)CC1
17	O=C(Nc1cccnc1)c1ccccc1-c1ccccc1
18	CCOc1cc(C(=O)N2CCCN(C)CC2)cc(OCC)c1OCC
Assay by compound	13	14	15	16	17	18
Apaf1 inhib	6	-6	7	9	5	-1
SENP8 block-1	19	5	2	-16	1	-7
HKDC1 inh	-2	0	-5	-6	0	-3
SENP6 block	9	2	-20	-9	-10	-9
SENP7 block	26	9	3	-1	1	3
PfGluPho inh	11	-7	-10	6	-12	-25
NALP3 yeast inh	28	5	26	1	-8	4
SENP1 FRET inh	-59	-4	14	2	-2	0
SENP8 block-2	-310	8	-6	28	7	9

19	CC(CCc1ccccc1)NC(=O)C1CCN(C(=O)c2sccc2-n2cccc2)CC1 (stereo not given)
20	Nc1cc(N)nc(SCC(=O)N2CCCCC2)n1
21	Cc1cc(=O)c(C(=O)Nc2cccc(N3CCCC3=O)c2)nn1-c1ccccc1Cl
22	CCOC(=O)C1CCCN(C(=O)CCCOc2cc(=O)n(C)c3ccccc23)C1 (stereo not given)
23	COc1ccc(C(=O)N2CCCCC2)cc1S(=O)(=O)Nc1cccc(C(=O)O)c1
24	CC1(c2ccc(Cl)cc2Cl)NC(=O)N(CC(=O)N2CCN(C(=O)c3ccco3)CC2)C1=O (stereo not given)
Assay by compound	19	20	21	22	23	24
Apaf1 inhib	7	6	10	10	-7	-7
SENP8 block-1	-9	-2	-8	-1	-4	-2
HKDC1 inh	4	1	-6	-2	-6	0
SENP6 block	-2	8	4	-4	-29	-6
SENP7 block	10	3	-7	6	-4	-14
PfGluPho inh	-13	-18	0	5	-1	5
NALP3 yeast inh	26	19	-4	8	13	16
SENP1 FRET inh	3	-1	4	-1	2	-1
SENP8 block-2	10	13	4	9	10	18

25	CCc1noc(C)c1C(=O)OCC(=O)Nc1ccc2c(c1)OCO2
26	N#Cc1cc2c(nc1SCc1nc3ccccc3[nH]1)CCC2
27	N#C/C(=C(/O)CN1CCOCC1)c1nc(-c2ccccc2)cs1
28	O=C(NNC(=O)c1cccc([N+](=O)[O-])c1)c1ccncc1
29	O=C(Nc1ccccc1)/C(=C/c1ccccc1)NC(=O)c1ccco1
30	CC(C)CC(=O)/C(=C\c1ccc(Cl)cc1Cl)n1cncn1
Assay by compound	25	26	27	28	29	30
Apaf1 inhib	11	5	8	-7	-15	.
SENP8 block-1	-15	54*	-4	-4	4	.
HKDC1 inh	-5	.	-9	-8	4	7
SENP6 block	5	81*	-17	-21	-2	.
SENP7 block	-5	12	0	-1	4	.
PfGluPho inh	3	.	-23	17	4	12
NALP3 yeast inh	-4	66*	10	5	11	.
SENP1 FRET inh	-3	.	-12	-85	2	0
SENP8 block-2	6	.	1	-26	8	-4

31	CCN(CC(=O)Nc1ccc2c(c1)OCCO2)S(=O)(=O)c1ccc(C)cc1
32	CN(C)S(=O)(=O)c1cccc(NC(=S)N/N=C/c2cc(Br)ccc2O)c1
33	CCCC(C)c1nnc(NC(=O)C2CC(=O)N(c3ccc(OCC)cc3)C2)s1 (stereo not given)
34	CCO[C@H]1OC(C(=O)N2CCCCCCC2)=C[C@@H](c2coc3ccccc3c2=O)[C@@H]1CCCO
35	O=C(c1cc(F)c(F)cc1Cl)N1CCOCC1
36	COCc1ccc(C(=O)N(C)CC2CCCN(CCc3ccc(Cl)cc3)C2)o1 (stereo not given)
Assay by compound	31	32	33	34	35	36
Apaf1 inhib	-78	2	24	-3	0	-6
SENP8 block-1	-8	6	-1	1	-2	-1
HKDC1 inh	-4	-36	-2	-4	-2	-5
SENP6 block	-13	16	-17	5	12	-13
SENP7 block	-11	2	-7	5	0	-3
PfGluPho inh	5	-33	-15	-2	-19	25
NALP3 yeast inh	9	20	6	16	2	9
SENP1 FRET inh	2	-36	0	-1	0	-1
SENP8 block-2	9	-270	9	-4	5	13

37	CC/S(=N\S(=O)(=O)c1ccc(C)cc1)c1ccccc1 (stereo not given)
38	COc1cc(C2CC(=O)Oc3cc(C)c(Cl)c(C)c32)cc(OC)c1OC (stereo not given)
39	Cc1ccc(-c2cc(C(F)(F)F)n3nc(C(=O)Nc4ccon4)cc3n2)cc1C
40	O=C(CCc1ccccc1)Nc1nc2c(F)cc(F)cc2s1
41	CN(Cc1ccccc1)C(=O)CN1CCN(S(=O)(=O)c2ccc(Cl)c(Cl)c2)CC1
42	COc1ccc(NC(=O)c2cc(-c3cc(Cl)ccc3O)n[nH]2)c(OC)c1
Assay by compound	37	38	39	40	41	42
Apaf1 inhib	-7	36	-22	5	13	-2
SENP8 block-1	-3	.	-3	-15	6	1
HKDC1 inh	-1	0	10	-2	0	-5
SENP6 block	-21	.	-23	-12	-5	-6
SENP7 block	6	-3	-5	-1	-1	0
PfGluPho inh	-13	26	-15	22	3	4
NALP3 yeast inh	12	.	-2	25	10	23
SENP1 FRET inh	1	2	-92	-9	-2	0
SENP8 block-2	9	12	-429	16	2	12

5 records drawn at random from those above, as already listed:
41	CN(Cc1ccccc1)C(=O)CN1CCN(S(=O)(=O)c2ccc(Cl)c(Cl)c2)CC1
42	COc1ccc(NC(=O)c2cc(-c3cc(Cl)ccc3O)n[nH]2)c(OC)c1
39	Cc1ccc(-c2cc(C(F)(F)F)n3nc(C(=O)Nc4ccon4)cc3n2)cc1C
38	COc1cc(C2CC(=O)Oc3cc(C)c(Cl)c(C)c32)cc(OC)c1OC (stereo not given)
40	O=C(CCc1ccccc1)Nc1nc2c(F)cc(F)cc2s1
Assay by compound	41	42	39	38	40
Apaf1 inhib	13	-2	-22	36	5
SENP8 block-1	6	1	-3	.	-15
HKDC1 inh	0	-5	10	0	-2
SENP6 block	-5	-6	-23	.	-12
SENP7 block	-1	0	-5	-3	-1
PfGluPho inh	3	4	-15	26	22
NALP3 yeast inh	10	23	-2	.	25
SENP1 FRET inh	-2	0	-92	2	-9
SENP8 block-2	2	12	-429	12	16

(further entries)
43	Cc1ccc(/C=N/NC(=O)CNC(=O)COc2ccccc2)o1
44	CC1CN(C(=O)C(c2ccccc2)c2ccccc2)CC(C)O1 (stereo not given)
45	O=C(c1oc2ccccc2c1CSCc1ccccc1)N1CCN(c2ncccn2)CC1
46	Cc1noc(C)c1CSc1nc2ccccc2n1C
47	Cc1cccc(N2C(=O)CS/C2=N\NC(=O)c2ccc(Cl)cc2)c1C
48	O=C(NC1CCCCC1)N1CCCC(c2nc(-c3ccc(S(=O)(=O)N4CCCC4)cc3)no2)C1 (stereo not given)
Assay by compound	43	44	45	46	47	48
Apaf1 inhib	9	15	23	1	-9	14
SENP8 block-1	-8	-3	-7	-6	0	-7
HKDC1 inh	-6	-22	4	-1	3	-8
SENP6 block	-16	-6	-11	-9	-8	-6
SENP7 block	-1	-2	-3	-6	0	-13
PfGluPho inh	-5	-5	7	-1	-12	-8
NALP3 yeast inh	11	-3	-4	12	7	5
SENP1 FRET inh	2	1	-21	-2	1	1
SENP8 block-2	18	12	10	13	7	11

49	S=C(NCCN1CCOCC1)C(=S)NCCN1CCOCC1
50	CC(C)(C)NCC(=O)N/N=C/c1ccc(OCc2ccccc2)cc1
51	COc1ccc(OC)c(CCNC(=O)CS(=O)(=O)Cc2nc(-c3ccccc3C)oc2C)c1
52	CCc1nc(C)cc(N)c1OCc1ccccc1
53	CC(/C=C/c1ccccc1)=N\NC(=S)NC(C)C
54	Cc1cc(C)cc(NCC(=O)Nc2c(C)cccc2C)c1
Assay by compound	49	50	51	52	53	54
Apaf1 inhib	.	8	9	0	-9	20
SENP8 block-1	.	-13	9	-2	1	5
HKDC1 inh	0	-2	-3	2	1	-5
SENP6 block	.	-20	-8	-4	24	12
SENP7 block	.	-5	2	-11	2	-3
PfGluPho inh	12	1	-12	3	4	10
NALP3 yeast inh	.	18	13	9	26	2
SENP1 FRET inh	1	2	-2	3	1	1
SENP8 block-2	4	15	32	13	34	4

55	C[C@H](CO)N1C[C@H](C)[C@@H](CN(C)S(=O)(=O)c2cccs2)Oc2c(NC(=O)CCC(F)(F)F)cccc2C1=O
56	CCN(CC)S(=O)(=O)c1cccc(-c2n[nH]c(=S)n2/N=C/c2ccc(Br)cc2)c1
57	CCn1cc(C(=O)Nc2ccc(C)c([N+](=O)[O-])c2)cn1
58	O=C(Nc1cccc(S(=O)(=O)N2CCOCC2)c1)[C@@H]1CCCN1S(=O)(=O)c1ccc(Cl)cc1
Assay by compound	55	56	57	58
Apaf1 inhib	9	18	-18	14
SENP8 block-1	-4	-1	1	-3
HKDC1 inh	-5	-2	-4	1
SENP6 block	6	-5	-12	-5
SENP7 block	-3	4	8	-3
PfGluPho inh	-7	-1	14	-6
NALP3 yeast inh	1	10	9	-11
SENP1 FRET inh	-1	3	-1	2
SENP8 block-2	18	12	17	8
